# Screens: PubChem, several laboratories
# Tb MetRS inh: Trypanosoma brucei MetRS inhibition; purified T. brucei MetRS, ATP depletion, Kinase-Glo luminescence; inhibition, % at 11.9 µM; AID 624268; 360,000 tested, 0.4% active;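 active means inhibition above a per-plate cutoff of the control wells' mean inhibition plus 3 SD, cut at about 5.5% in these data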;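 further: 0% = DMSO wells median and 100% = median of wells with control inhibitor compound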
#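 Test system – parasite MetRS enzyme · Reagent – substrates ATP, L-methionine and bulk Escherichia coli tRNA · Doses – 11.9 µM compound single dose, 0.9% DMSO · Times – 15 min enzyme-compound preincubation, 2 h reaction, 10 min detection, 25 °C · Signal – Kinase-Glo luminescence, ATP depletion format · Controls – DMSO-only wells as low control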
# FAS TE block: inhibitors of human fatty acid synthase thioesterase domain | P49327 | recombinant FAS-TE, OMFH fluorogenic substrate, fluorescence endpoint | inhibition, % at 15 µM | 360,000 tested, 0.67% active | AID 602261;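 active means compounds whose normalised, plate-corrected inhibition of enzyme fluorescence in the single-dose primary screen is 50% or more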;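 further: 0% = DMSO with enzyme and 100% = substrate without enzyme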
# MsrA inh: bovine MsrA inhibition; 360,000 tested, 0.75% active; purified bovine MsrA, absorbance read-out; inhibition, % at 15.5 µM; AID 651718; in the data active means inhibition above about 4.5%;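 further: 0% = vehicle wells with enzyme and 100% = reference inhibitor wells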
# eLon inh: inhibits E. coli Lon protease; purified E. coli Lon protease, fluorescence polarization; P0A9M0; 360,000 tested, 0.42% active; inhibition, % at 7.94 µM; in the data active means inhibition above about 13%, passing the limit was not always enough;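 further: 0% = enzyme with probe and DMSO and 100% = no enzyme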
# Neddyl block: cullin neddylation inhibition | TR-FRET cullin neddylation, biochemical | AID 651699 | 360,000 tested, 0.58% active | calls only at 25 µM; in the data active means inhibition above about 36%
# CSN deneddyl inh: inhibitors of human CSN-mediated cullin deneddylation. Q92905. Purified CSN, SCF-Nedd8-OG deneddylation, fluorescence polarization. inhibition, % at 12.5 µM. 360,000 tested, 0.38% active. AID 651999;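 active means pattern-corrected inhibition above about 35%, with an unprinted fluorescence ratio check between 0.5 and 1.5, limit read from the data, passing the limit was not always enough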;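 further: 0% = enzyme with substrate and 100% = substrate without enzyme; some results filed as inactive read as strong as hits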
#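 Schedule: reaction 90 min, room temperature / Assay system: HEK293T-derived human Csn5 enzyme / Input: Csn5 at 0.24 nM final / Measure: inhibition of Csn5 cleavage, % / Control set: substrate-only high control, full reaction low control / Technique: fluorescence polarization of the substrate / Buffer or medium: Tris/NaCl/DTT buffer, pH 7.5 / Reagent: SCFSkp2-Nedd8OG substrate at 10 nM final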
# PABP1 MLLE inh: inhibitors of microRNA-mediated deadenylation, human PABP1 MLLE binding | GST-MLLE / FITC-PAM2 fluorescence polarization | P11940 | 360,000 tested, 0.36% active | inhibition, % at 20 µM; in the data active means inhibition above about 35%, passing the limit was not always enough;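 further: plate controls were DMSO wells with GST-MLLE for no effect and wells lacking GST-MLLE protein for full effect; some results filed as inactive read as strong as hits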
# Rin1-Abl PPI inh: inhibitors of human Rin1-Abl protein interaction. P00519+Q13671. TR-FRET Rin1/Abl binding, biochemical. inhibition, % at 7.35 µM. 360,000 tested, 0.4% active. AID 588664; in the data active means inhibition above about 5%, passing the limit was not always enough
# Target sequence (P00519 whole entry, looked up): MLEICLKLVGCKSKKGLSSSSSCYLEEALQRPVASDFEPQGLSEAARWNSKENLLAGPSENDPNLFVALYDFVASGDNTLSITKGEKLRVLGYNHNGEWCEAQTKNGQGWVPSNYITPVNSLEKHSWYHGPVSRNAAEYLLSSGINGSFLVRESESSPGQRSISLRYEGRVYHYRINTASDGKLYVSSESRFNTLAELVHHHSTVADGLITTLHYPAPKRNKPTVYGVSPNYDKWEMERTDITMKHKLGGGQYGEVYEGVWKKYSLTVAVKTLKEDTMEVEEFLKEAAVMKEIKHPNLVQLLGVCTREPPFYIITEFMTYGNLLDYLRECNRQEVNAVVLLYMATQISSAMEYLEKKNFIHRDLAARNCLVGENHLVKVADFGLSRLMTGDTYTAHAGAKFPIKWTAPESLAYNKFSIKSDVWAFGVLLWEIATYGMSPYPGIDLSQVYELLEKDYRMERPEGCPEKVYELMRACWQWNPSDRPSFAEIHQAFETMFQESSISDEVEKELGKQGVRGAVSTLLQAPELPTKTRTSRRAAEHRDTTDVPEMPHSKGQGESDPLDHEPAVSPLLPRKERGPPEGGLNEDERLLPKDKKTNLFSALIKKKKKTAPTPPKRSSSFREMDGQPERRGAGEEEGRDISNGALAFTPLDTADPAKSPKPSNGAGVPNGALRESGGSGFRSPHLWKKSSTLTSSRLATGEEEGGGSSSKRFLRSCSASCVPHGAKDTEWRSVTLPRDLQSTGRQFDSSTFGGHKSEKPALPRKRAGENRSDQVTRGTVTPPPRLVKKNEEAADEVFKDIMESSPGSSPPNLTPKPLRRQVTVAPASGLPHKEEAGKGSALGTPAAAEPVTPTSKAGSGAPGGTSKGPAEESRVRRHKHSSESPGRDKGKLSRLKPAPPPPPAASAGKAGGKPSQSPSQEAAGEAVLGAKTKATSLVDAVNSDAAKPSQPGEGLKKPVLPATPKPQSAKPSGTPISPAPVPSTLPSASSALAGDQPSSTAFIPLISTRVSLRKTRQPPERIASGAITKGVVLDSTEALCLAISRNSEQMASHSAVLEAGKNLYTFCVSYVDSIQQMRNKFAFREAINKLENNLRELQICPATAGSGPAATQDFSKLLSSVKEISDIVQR
# Target sequence (Q13671 whole entry, looked up): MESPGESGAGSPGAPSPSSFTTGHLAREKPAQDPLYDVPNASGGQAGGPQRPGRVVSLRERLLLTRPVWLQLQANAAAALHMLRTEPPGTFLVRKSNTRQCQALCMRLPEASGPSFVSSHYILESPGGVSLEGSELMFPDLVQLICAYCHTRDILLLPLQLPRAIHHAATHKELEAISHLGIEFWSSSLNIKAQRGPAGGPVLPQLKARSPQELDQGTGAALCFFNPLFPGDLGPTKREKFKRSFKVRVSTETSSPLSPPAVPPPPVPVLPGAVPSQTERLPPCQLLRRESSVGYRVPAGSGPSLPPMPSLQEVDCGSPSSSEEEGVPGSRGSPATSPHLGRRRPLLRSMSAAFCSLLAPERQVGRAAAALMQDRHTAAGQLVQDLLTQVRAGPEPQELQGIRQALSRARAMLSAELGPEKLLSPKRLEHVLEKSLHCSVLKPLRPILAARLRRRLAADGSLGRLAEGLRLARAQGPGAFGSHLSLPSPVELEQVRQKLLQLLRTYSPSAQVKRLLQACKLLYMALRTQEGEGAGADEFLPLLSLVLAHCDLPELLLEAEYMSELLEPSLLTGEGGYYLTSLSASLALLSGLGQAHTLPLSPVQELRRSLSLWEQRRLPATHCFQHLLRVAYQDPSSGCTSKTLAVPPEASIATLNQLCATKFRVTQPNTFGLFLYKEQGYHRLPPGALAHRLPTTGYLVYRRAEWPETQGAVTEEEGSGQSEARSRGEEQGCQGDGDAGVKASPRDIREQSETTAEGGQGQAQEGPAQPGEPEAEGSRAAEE
# MsrA act: activators of bovine methionine sulfoxide reductase A | 360,000 tested, 0.3% active | activation, % at 10.6 µM | purified bovine MsrA, absorbance read-out; in the data active means activation above about 7.5%;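 further: 0% = vehicle and 100% = reference activator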
# * hit, by the source's call; i = inactive; · = no result given. Compounds as they come (roughly 4% active in at least one column).
SMILES,Tb MetRS inh,FAS TE block,MsrA inh,eLon inh,Neddyl block,CSN deneddyl inh,PABP1 MLLE inh,Rin1-Abl PPI inh,MsrA act
Cc1cc(NC(=O)COc2ccc(F)c(Cl)c2)no1,-0.4,0,-1.1,-13,i,-1,-4,3,-10
CC(=O)c1cn(C)c(=O)c2ccccc12,-0.5,-4,0.5,-4,i,-1,5,-3,-4
O=C(OCc1ccc([N+](=O)[O-])cc1)c1cc([N+](=O)[O-])ccc1N1CCOCC1,-0.3,80*,1.1,-4,i,2,11,-5,-1
Cc1ccc(C2NC(=O)NC(O)(C(F)(F)F)C2C(=O)c2ccccc2)o1 (stereo not drawn),-1.2,-6,0.2,-1,i,-6,-8,4,-10
CC(C)C1Nc2ccc(C(=O)NCCCN3CCOCC3)cc2NC1=O (stereo not drawn),-0.3,-7,·,1,i,-2,-1,0,-3
O=C(CSc1nc2ccsc2c(=O)n1CC1CCC(C(=O)O)CC1)c1ccc(F)cc1 (stereo not drawn),-0.6,-2,-1.1,2,i,-6,-15,-2,-1
CC12CCC(=O)N1C(C(=O)Nc1ccc(F)c(F)c1F)CS2 (stereo not drawn),-0.6,-8,0.5,-10,i,-4,3,-2,-3
Cc1ccc2c(c1)c(N=Nc1ccc([N+](=O)[O-])cc1)c(O)n2C,-1.2,-4,1.6,-1,i,6,-5,0,0
Cc1ccc(NC(=S)/N=C(\N)Nc2nc(C)c3cc(C)ccc3n2)c(C)c1,-0.4,34,2.9,-9,i,-6,9,-1,-9
COc1ccccc1CN(C(=O)c1cnccn1)C(C(=O)NC1CCCCC1)c1cc(OC)c(OC)c(OC)c1 (stereo not drawn),-0.3,-7,0.3,-3,i,-2,1,2,-4
CC(C)c1ccccc1NC(=S)NC1CCN(Cc2ccccc2)CC1,-0.2,-12,0.0,3,i,-2,15,5,-5
CC(C)CNC(=O)CN(C1CCCCC1)S(=O)(=O)c1ccccc1,-0.6,-7,0.4,-3,i,-7,-20,4,-8
O=C(NC(=S)Nc1ccc(-c2ccccc2)cc1)c1ccccc1,-0.2,26,0.0,3,i,-2,20,5,-1
Cc1nc(SCC(=O)N2CCCCCC2)c2c(=O)n(C)c(=O)n(CC(C)C)c2n1,-0.1,11,-0.3,-4,i,3,10,2,-1
CCCCOc1ccc(C(=O)NCc2ccccn2)cc1,-0.1,-6,0.3,4,i,1,-11,-1,2
COc1ccccc1CNS(=O)(=O)c1c(C)[nH]c(C)c1C(=O)N1CCCC1,-0.4,-4,0.7,-1,i,1,-9,2,-5
O=C(CN1C(=O)NC2(CCCC2)C1=O)OCc1ccc(Cl)cc1Cl,-0.3,-2,1.5,-6,i,1,0,0,-2
O=C(CCS(=O)(=O)c1ccc(Br)s1)NCc1cccs1,0.3,-4,-0.8,15,i,-2,4,0,-1
CCCCCNC(=O)Cc1ccc(S(=O)(=O)N2CCOCC2)s1,-0.3,-6,-0.6,-8,i,3,-19,0,-4
CC(=O)Nc1ccc(NC(=O)CCCCCN2C(=O)c3ccccc3C2=O)cc1,0.3,-6,-0.7,0,i,-1,1,-5,-3
Cc1cccc(C)c1NC(=O)C1CCCN(CCCc2ccccc2)C1 (stereo not drawn),-0.8,-3,0.1,-2,i,0,-7,-1,-3
CCS(=O)(=O)N1CCC(C(=O)N2CCc3ccccc3C2)CC1,-0.4,-9,-0.8,0,i,-6,4,0,-9
CCOc1ccc(NC(=O)N[C@@H](Cc2ccccc2)C(=O)O)cc1,-0.3,-4,-0.6,-3,i,2,-4,-6,-3
COc1ccc(C2C(C#N)=C(SC)NC3=C2C(=O)CC(C)(C)C3)cc1 (stereo not drawn),0.1,-3,2.1,-5,i,-3,4,5,3
Cc1onc(-c2ccccc2)c1C(=O)c1c[nH]c(C(=O)NCCCN2CCOCC2)c1,-1.4,0,-1.1,4,i,0,-7,5,-12
c1nnc(-c2ccc3c(c2)OCO3)o1,-0.6,-4,-0.8,12,i,-5,1,-3,0
CCCCC(=O)NC(=S)Nc1cccc(C(=O)O)c1,0.0,-5,0.8,3,i,-2,28,0,-2
Cn1c(N)c(C(=O)COC(=O)CNS(=O)(=O)c2cccc(Cl)c2)c(=O)n(C)c1=O,-1.2,-3,-0.3,-2,i,-7,1,1,-9
O=C(CN(Cc1ccc(F)cc1)C(=O)c1csnn1)NC1CCCC1,-0.5,0,0.5,3,i,3,14,1,-5
CC12CCC(=O)C=C1C(O)CC1C2CCC2(C)C1CCC2(O)C(=O)CO (stereo not drawn),-0.4,-5,-0.3,-12,i,3,-1,3,-6
O=C(O)COc1ccc(/C=N/O)cc1Br,-0.6,-5,-1.1,0,i,3,16,0,-5
CN(c1ccc(C(=O)Nc2cccnc2)cc1)S(=O)(=O)c1ccccc1,0.0,-1,0.4,-2,i,0,-47,2,-2
COc1ccc(N2CCN(C(=O)CCNC(=O)c3ccc(Br)cc3)CC2)cc1,-0.3,-9,1.0,6,i,-5,-8,0,-13
O=C(COC(=O)Cc1ccc(Br)cc1)NC1CCCCC1,-1.4,-4,-0.4,4,i,-4,-7,1,-12
CCNC(=S)N1CCN(CCN=CC2=C(O)CC(c3cccs3)CC2=O)CC1 (stereo not drawn),-1.5,-1,0.1,0,i,4,-109,-1,-4
CCOc1ccc(-c2n[nH]c(C)c2-c2ccccc2OC)c(O)c1,-0.4,-2,-0.5,0,i,1,10,-1,-3
Cc1cc(C)c(NC(=O)CSc2nncn2-c2cccnc2)c(C)c1,-0.5,1,3.1,-2,i,-1,-1,-2,-3
CC(C)(C)c1ccc(-c2nnc(SCCN3C(=O)c4ccccc4C3=O)o2)cc1,-0.7,10,0.3,-3,i,-3,-3,-1,-1
C=CCOc1cccc(C(=O)N2CCCC(CCC(=O)NCc3ccccc3F)C2)c1 (stereo not drawn),-0.5,0,-0.4,1,i,-2,0,-2,-3
C=CCN(CC=C)C(=O)c1cc2ccccc2c(=O)o1,-1.0,-10,1.4,-1,i,2,6,4,-7
O=C(O)C1CCCCC1C(=O)NCCC(c1ccccc1)c1ccccc1 (stereo not drawn),0.4,-6,-0.4,4,i,1,-2,4,2
Cc1cc(C)n(C(=O)/C(C#N)=N/Nc2cc(Cl)cc(Cl)c2)n1,0.4,53*,·,0,i,-9,9,1,-4
Cc1ccccc1NC(=O)c1ccccc1NC(=O)c1ccccc1F,1.5,10,1.3,2,i,-3,7,-1,-3
Fc1ccc(C2c3[nH]c4ccccc4c3CCN2Cc2cccn2-c2ncccn2)cc1 (stereo not drawn),-0.7,8,0.6,-4,i,0,4,-2,0
CCN1CCN(CCCNC(=O)c2ccc3c(c2)N(Cc2ccc(C)cc2)CCS3)CC1,0.2,-4,·,3,i,1,11,-6,-1
CCOc1ccc(NS(=O)(=O)c2cc(NC(=O)CCNC(=O)c3ccco3)ccc2OC)cc1,-0.3,1,-0.2,-9,i,-1,17,0,-3
COc1ccc(OC)c2c(C)cc(N3CCCN(C)CC3)nc12,-0.1,-8,1.3,4,·,-2,2,1,4
Cc1ccc(OCCCn2cc(C#N)c3ccccc32)cc1,0.5,32,0.6,2,i,0,1,-5,-2
Cc1ccc(S(=O)(=O)N(C)c2c(C)ccc(S(=O)(=O)Nc3ccncc3)c2C)cc1,0.1,-38,0.4,-3,i,-1,7,0,-2
Cc1cc(Br)cc(Cl)c1OC(=O)c1cnccn1,-0.1,3,0.9,-4,i,2,-9,0,-2
Cn1c(/C(C#N)=C/c2ccc(-c3ccc(S(N)(=O)=O)cc3)o2)nc2ccccc21,0.1,-120,2.0,-77,i,-71,57,-5,2
CCCCCCn1c(CN2CCN(Cc3ccccc3)CC2)nc2c1c(=O)n(C)c(=O)n2C,0.3,35,0.8,3,i,1,8,-3,1
CCCOc1ccc(NC(=O)CC2C(=O)N(C)C(=S)N2Cc2ccc3c(c2)OCO3)cc1 (stereo not drawn),-0.3,30,-0.4,-12,i,-8,-32,3,-1
COc1ccccc1OCC(=O)c1[nH]c(C)c(C(C)=O)c1C,0.1,-4,0.8,1,i,-1,-20,0,2
N/C(=N\OC(=O)CCc1ccccc1)c1ccc(Cl)cc1,-0.5,9,-0.1,-1,i,-1,-13,-3,-1
O=C(Nc1cccnc1)/C(N=Nc1c(Cl)cccc1Cl)=C(\O)c1ccccc1,-1.0,14,0.4,-4,i,-6,7,-4,-5
Cn1cnnc1SCC(=O)NCc1ccccc1,0.5,-6,-0.4,4,i,-2,6,-2,0
C=C(C)C(=O)N1CC2(CC(c3cccc(NC(=O)CCCCC)c3)=NO2)C[C@H]1C(N)=O (stereo partly drawn),-0.3,-6,-0.8,2,i,6,1,5,-7
CN1C(=O)/C(=N\OC(=O)c2cccc3ccccc23)c2ccccc21,-0.6,45,0.0,-3,i,7,-4,-3,-3
Cc1nnc(NC(=O)Nc2cccc(Cl)c2)s1,-0.8,-2,-0.8,-1,i,1,-10,-4,2
# Going on with the list:
SMILES,Tb MetRS inh,FAS TE block,MsrA inh,eLon inh,Neddyl block,CSN deneddyl inh,PABP1 MLLE inh,Rin1-Abl PPI inh,MsrA act
CCOC(=O)N1CCN(C(=O)COc2ccc([N+](=O)[O-])cc2)CC1,-1.1,10,2.0,-4,i,-1,18,4,-10
COc1ccc2cc(C(=O)N3CCN(c4ccc(F)cc4)CC3)[nH]c2c1,-0.2,-3,0.3,0,i,5,12,3,-1
Cc1ccc(S(=O)(=O)C2CCOC2=O)cc1 (stereo not drawn),-0.9,-3,0.7,6,i,1,9,-2,0
C/C=C(\C)C(=O)Nc1cccc(C2=NOC3(C2)C[C@H](C(N)=O)N(C(=O)C(c2ccccc2)c2ccccc2)C3)c1 (stereo partly drawn),0.1,-3,-0.8,1,i,-1,17,0,2
COC(=O)c1cc(NC(=O)Cc2ccc(OC)cc2)cc(C(=O)OC)c1,-0.1,-3,-0.3,4,i,0,20,1,2
Cc1cc(C(=O)COc2ccccc2[N+](=O)[O-])c(C)n1C1CC1,0.2,5,3.6,0,i,4,2,3,0
COc1ccc(N2CCN(C(=O)c3[nH]c(C(F)(F)F)nc3-c3ccccc3)CC2)cc1,-1.1,-5,1.6,-11,i,6,-16,2,-5
Cn1c(=O)c(C(=O)CN2CC(=O)Nc3ccccc32)c(N)n(Cc2ccccc2)c1=O,0.1,-5,-1.8,-2,i,8,7,-1,-3
Nc1cc(C(F)(F)F)ccc1-n1cccc1,-0.3,-8,-2.0,-3,i,9,-6,0,-2
COc1ccc2oc(=O)c(C(=O)n3ccc(C)n3)cc2c1,-0.9,-6,0.4,4,·,-5,4,-1,-9
O=c1c2ccccc2nc(-c2ccccc2Cl)n1O,-0.3,-4,-0.1,-2,i,-4,-18,0,-6
COc1ccc(NS(=O)(=O)c2cccc(C(=O)Nc3cccc(C(=O)O)c3)c2)cc1,-0.5,-1,-0.8,-2,i,-3,16,-1,-2
CC(Nc1ccc(Cl)cc1)c1cc(Cl)ccc1O (stereo not drawn),-0.2,32,1.0,-8,i,-3,-5,3,-3
